EBI2 antag = antagonists of human EBI2 receptor | EBI2 beta-arrestin recruitment, luminescence, 7a,25-OHC stimulated | 0.81% of 360,000 active | P32249 | inhibition, % at 5 µM; in the data active = inhibition above about 38%;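 note: enzyme fragment complementation signal reports receptor beta-arrestin coupling in cells; 0% = agonist plus DMSO wells and 100% = wells without agonist; some results beyond the cut were filed as inactive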
CCR6 antag = antagonists of human CCR6 receptor | P51684 | CHO-K1 CCR6 PathHunter beta-arrestin, luminescence, CCL20-stimulated | inhibition, % at 20 µM | 0.49% of 340,000 active;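 active = compounds whose inhibition of the agonist-driven luminescence signal at 20 µM reaches about 50%, limit read from the data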;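 note: cells stimulated with CCL20 at 14 nM final; plate controls were DMSO with CCL20 for no effect and DMSO without agonist for full effect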
Target sequence (P51684 whole entry, looked up): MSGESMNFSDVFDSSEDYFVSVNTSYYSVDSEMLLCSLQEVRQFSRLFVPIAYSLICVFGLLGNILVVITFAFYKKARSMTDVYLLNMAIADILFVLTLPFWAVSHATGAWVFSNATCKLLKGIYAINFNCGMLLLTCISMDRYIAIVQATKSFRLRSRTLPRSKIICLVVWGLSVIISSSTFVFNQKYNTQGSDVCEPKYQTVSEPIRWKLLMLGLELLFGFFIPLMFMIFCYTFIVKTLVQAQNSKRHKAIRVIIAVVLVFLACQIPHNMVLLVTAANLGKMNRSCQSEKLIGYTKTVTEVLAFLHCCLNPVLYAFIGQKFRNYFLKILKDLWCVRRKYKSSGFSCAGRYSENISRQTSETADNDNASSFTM
Gli-Sufu block = Gli-Sufu pathway antagonism. Sufu-KO-LIGHT fibroblasts, Gli luciferase reporter luminescence. AID 588413. inhibition, % at 5 µM. 0.74% of 340,000 active;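 active = inhibition above about 55%, limit read from the data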;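 note: 0% = DMSO-treated cells and 100% = wells with medium but no cells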
APOBEC3G inh = APOBEC3G (human) deaminase inhibition | recombinant A3G, ssDNA deamination FAM/TAMRA fluorescence | inhibition, % at 20 µM | 0.28% of 330,000 active | AID 493012;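 active = inhibition of at least 40% at 20 µM, with no more than 30% in the related APOBEC3A deaminase screen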;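 note: plate controls were DMSO wells with A3G for no effect and wells lacking A3G enzyme for full effect; some compounds called inactive have numbers as strong as hits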
A3A deaminase = blocks human APOBEC3A ssDNA deamination. P31941. recombinant A3A, FAM/TAMRA ssDNA deamination fluorescence. inhibition, % at 20 µM. 0.41% of 330,000 active. AID 493011;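 active = at least 40% inhibition at 20 µM here, with at most 30% in a related deaminase screen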;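 note: plate controls were A3A with DMSO for no effect and wells lacking A3A enzyme for full effect; some results filed as inactive read as strong as hits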
Target sequence (P31941 whole entry, looked up): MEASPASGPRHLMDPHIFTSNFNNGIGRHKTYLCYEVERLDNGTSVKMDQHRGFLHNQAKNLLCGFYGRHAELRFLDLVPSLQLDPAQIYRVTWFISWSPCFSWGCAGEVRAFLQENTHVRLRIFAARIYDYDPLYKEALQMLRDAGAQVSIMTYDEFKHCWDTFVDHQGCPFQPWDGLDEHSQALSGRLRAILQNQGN
GRIN3A LBD mod = NR3A (human) ligand-binding domain modulation; NR3A LBD differential scanning fluorimetry, Tm shift; 0% = protein alone, 100% = glycine-bound protein; Tm shift relative to glycine control, % at 25 µM; 2.5% of 340,000 active; AID 1259313;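 active = melting temperature shift of at least 10% of the positive control shift, at one fixed dose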
CXCR6 block = inhibitors of human CXCR6 receptor; O00574; 0.36% of 360,000 active; CHO-K1 PathHunter CXCR6 beta-arrestin, luminescence; inhibition, % at 20 µM; in the data active = inhibition above about 34%, passing the limit was not always enough;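 note: antagonist mode with CXCL16 agonist at 10 nM final; 0% = 10 nM CXCL16 with DMSO and 100% = unstimulated wells without agonist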
Target sequence (O00574 whole entry, looked up): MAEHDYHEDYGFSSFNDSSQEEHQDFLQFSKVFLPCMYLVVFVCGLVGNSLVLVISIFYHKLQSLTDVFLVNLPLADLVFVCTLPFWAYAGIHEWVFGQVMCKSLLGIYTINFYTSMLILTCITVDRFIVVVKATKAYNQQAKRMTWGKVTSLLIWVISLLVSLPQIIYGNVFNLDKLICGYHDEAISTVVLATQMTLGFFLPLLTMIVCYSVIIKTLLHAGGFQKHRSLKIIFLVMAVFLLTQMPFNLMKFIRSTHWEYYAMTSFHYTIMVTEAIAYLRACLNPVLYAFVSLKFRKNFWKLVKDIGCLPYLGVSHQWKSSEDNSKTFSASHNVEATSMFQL
MPTP block = blocks calcium-induced mitochondrial swelling; isolated mouse mitochondria, Ca2+ swelling absorbance, 30 min; inhibition, % at 10 µM; 1.4% of 360,000 active;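 active = inhibition of 50% or more, scaled per plate between neutral and stimulator controls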;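 note: 0% = DMSO wells given calcium and 100% = 1 mM EGTA wells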
Active calls of the source: *; · = not tested or not shown.

SMILES	EBI2 antag	CCR6 antag	Gli-Sufu block	APOBEC3G inh	A3A deaminase	GRIN3A LBD mod	CXCR6 block	MPTP block
COc1cccc(C=O)c1OCCN1C(=O)c2ccccc2C1=O	-2	0	3	0	-4	-2	1	0.4
Cc1cccc(NC(=O)Cn2nc(-c3cccs3)ccc2=O)c1C	9	11	-9	-6	-1	-1	0	-1.6
O=C1Nc2cc(C(=O)NCCCN3CCCC3)ccc2S/C1=C\c1ccccc1	2	34	28	6	1	-3	-3	8.0
Cc1ccc(-c2nn(CC(=O)N3CCOCC3)c(=O)c3ccccc23)cc1S(=O)(=O)N(C)C	-6	6	-15	-1	1	0	4	0.7
Oc1ccccc1/C=N/Nc1nn[nH]n1	-9	-5	9	-5	7	2	-11	-6.8
CC(C)(C)NC(=O)COC(=O)c1cncc(Br)c1	-2	-4	4	-5	-2	1	3	-2.0
NNC(=S)NC1CCCCCCCCCCC1	1	40	-7	-2	-1	-3	25	3.0
CC(=O)c1cccc(NC(=O)c2ccc(S(=O)(=O)N3CCCCC3)cc2)c1	2	18	5	-8	-4	-4	6	0.5
COC(=O)c1ccccc1NC(=O)C1CCN(C(=O)c2cc(OC)cc(OC)c2)CC1	5	17	7	-6	-6	1	0	0.0
CCOP(=O)(c1ccccc1)c1nc(-c2ccccc2C)oc1N1CCCCC1 (centres undefined)	·	15	5	17	2	-3	·	·
CCCCOCCCNC(=O)N[C@H](C(=O)O)C(C)CC (some centres undefined)	9	9	-5	0	-4	0	-6	-0.7
Cc1c(/C=N\NC(=O)C2COc3ccccc3O2)c2ccccc2n1C (centres undefined)	-11	-14	29	·	·	-10	2	0.6
COc1cc(C(=O)NCC(=O)OCc2ccccc2Cl)cc(OC)c1OC	-2	-2	1	-8	-4	0	-4	0.4
O=P(C(=NCCO)NO)(N1CCOCC1)N1CCOCC1	8	10	-2	-9	-4	1	-5	0.0
Cc1ccc(NC(=O)CSc2nnc(CCCCCNC(=O)OC(C)(C)C)o2)c(C)c1	9	-1	20	-8	-3	0	-3	-0.9
COc1ccc(C)cc1N/C(N)=N/c1nc(C)cc(C)n1	-5	16	37	4	2	-2	-6	1.4
Cc1cc(C)c2ccc(N)nc2c1O	-31	62*	0	1	-1	-1	49*	0.4
Nn1c(SCC(=O)NC2CCS(=O)(=O)C2)nnc1-c1ccco1 (centres undefined)	3	0	-1	-6	-2	-1	8	-1.0
O=C(COC(=O)c1ccccc1NCCO)NNC(=O)c1cccs1	2	7	-1	-3	2	0	13	-0.6
CCOC(=O)N1CCN(Cc2cc(=O)oc3ccc(Cl)cc23)CC1	-8	13	9	-4	-3	0	7	0.1
O=C(CSc1nncc2ccccc12)N1CCCCC1	0	2	-24	2	-4	-1	-9	-0.5
O=C(O)CSc1c2ccccc2cc2ccccc12	2	4	-5	0	-2	1	-9	-1.6
Cc1[nH]n(-c2cccc(Cl)c2)c(=O)c1C=NCC(C)C	-7	-2	-49	-6	2	1	-4	-1.8
Cc1ccc(S(=O)(=O)Cc2cn3cccnc3n2)cc1	-3	-1	-9	·	·	1	-12	-1.1
Cc1ccnc(NC(=O)CCC(=O)N(CC(=O)NCc2ccc(F)cc2)c2cccc(F)c2)c1	-4	7	-11	0	1	0	-1	-0.2
CC(C)C(=O)Nc1cccc(C(=O)NCc2ccc3c(c2)OCO3)c1	-7	-15	1	-8	5	2	-2	2.1
COc1ccc(NC(=O)COc2nsnc2N2CCCCC2)cc1	-11	4	2	-3	0	2	-6	0.4
CCCC(=O)Nc1sc(C)c(C)c1C#N	-16	-7	20	7	4	0	-2	2.8
CCC(=O)c1ccc(OCC(=O)O)c(OC)c1	-15	-5	-11	-11	-4	-4	-1	-1.3
O=C(CN1C(=O)C(=O)N(Cc2ccccc2)C1=O)Nc1ccc(OC(F)F)cc1	-11	9	-5	-9	-5	16*	-5	1.4
O=C(COc1ccccc1[N+](=O)[O-])NNC(=O)Nc1cccc2ccccc12	-5	4	8	1	0	-1	-15	2.3
CN(C(=O)c1ccc(COc2ccccc2Cl)o1)c1ccccc1	9	6	-1	-2	2	1	-5	-0.6
CCOC(=O)c1c(C)[nH]c(C)c1C(=O)CSc1nncs1	-5	-3	2	-4	-2	-2	3	-0.4
CC(=O)N1CCc2cc(S(=O)(=O)CCC(=O)N3CCc4ccccc4C3)ccc21	-5	12	0	-5	-3	1	-8	-1.8
CCC(=O)NC(=S)Nc1ccc(NC(=O)CC)cc1	7	7	-7	1	4	0	-4	0.2
CC(C(=O)Nc1nc2ccccc2[nH]1)N1C(=O)C2CC=CCC2C1=O (centres undefined)	-4	5	5	2	1	-4	3	-0.1
Cc1oc(C(C)(C)C)c(CN2CCOCC2)c1C(=O)O	-7	-2	3	-3	5	0	-1	2.6
O=C(CCCN1CCOC(c2ccccc2)C1)c1ccc(F)cc1 (centres undefined)	11	6	8	1	-1	2	-6	-0.7
Cc1ccc(NS(=O)(=O)c2c(C(=O)N3CCCC3)c(C)n(C)c2C)cc1	-3	12	-6	-4	-2	0	-6	0.9
Cc1c(C)n2c(SCC(=O)N3CCOCC3)nnc2[nH]c1=O	-3	7	-8	14	2	0	1	0.2
COc1ccc2c(c1)c1nnc(SCC(=O)N3CCCCC3C)nc1n2C (centres undefined)	2	1	-1	·	·	0	5	0.8
C=CCNC(=O)/C(=C/c1ccc(Br)cc1)NC(=O)c1ccccc1OC	5	12	21	-2	0	-1	16	-1.0
COc1cc(OC)nc(NC(=O)CN2CCN(c3ccc(F)cc3)CC2)n1	-7	-4	0	-4	3	-3	3	-1.1
CCCC(=O)Nc1cc(C)c(NC(=O)c2ccco2)cn1	4	2	-9	3	-5	3	-6	5.7
Cc1noc(C)c1C(=O)NCCc1c(C)[nH]c2ccccc12	3	10	-15	1	-5	0	-5	-2.2
Oc1ccc(NCc2cccs2)cc1	-11	1	-4	3	4	2	-13	0.3
CCOC(=O)n1cnc2nc(N)nc(SC)c21	8	5	4	·	·	-4	-6	0.5
O=C1CC(/C=C/c2ccco2)=Nc2ccccc2N1	-11	8	-1	12	11	2	9	2.2
Cc1cccc(C(=O)NC(=S)N2CCN(c3ccc([N+](=O)[O-])cc3)CC2)c1	-8	29	-9	-5	-1	2	16	1.2
N#CCSc1nnc(-c2ccccc2O)n1CCc1ccccc1	-4	-2	13	0	1	-1	1	0.2
C/C(CC(=O)Nc1ccc(Cl)cc1)=N\NC(=O)C(=O)NCCO	-2	12	-1	-5	1	0	-4	-0.6
COc1ccc2c(c1)c([C@@H]1[C@H](C)[C@H]3CCCC[C@H]3CN1S(=O)(=O)c1ccc(C)cc1)cn2C	11	14	6	6	7	-2	-1	1.1
Cc1ccc(S(=O)(=O)N2CCC(=O)N(C(COCc3ccc(C(F)(F)F)cc3)Cc3ccccc3)CC2)cc1 (centres undefined)	30	13	26	11	6	0	9	0.8
CCOC(=O)N1CCN(C(=O)CSc2nc3c(cnn3-c3ccccc3)c(=O)[nH]2)CC1	-5	3	-8	-3	-4	0	0	-1.0
CC(C)(C)NC(=O)CSc1nc(N)c(-c2ccccc2)c(=O)[nH]1	-3	-8	0	-11	-3	2	-2	0.1
CCN(CC(=O)NC(C)(C)C)C(=O)CN1c2cccc3cccc(c23)S1(=O)=O	-3	6	-18	-5	1	-2	-7	-0.3
CCOc1ccccc1C(=O)NCCNC(=O)c1ccccc1OCC	3	7	5	0	0	-2	0	3.4
N#C/C(=C\C1CC2C=CC1C2)c1nc2ccccc2[nH]1 (centres undefined)	-8	1	6	-2	-1	-2	1	21
CCOCCCNC(=O)/C(C#N)=C/c1ccc(C)o1	-6	13	0	-10	-2	2	2	1.1
CCCCc1cc(=O)oc2cc(OS(C)(=O)=O)ccc12	2	8	17	-2	-1	7	-5	-0.7

The results go on:
SMILES	EBI2 antag	CCR6 antag	Gli-Sufu block	APOBEC3G inh	A3A deaminase	GRIN3A LBD mod	CXCR6 block	MPTP block
CN(C)S(=O)(=O)c1cccc(NC(=O)Cc2ccc(-c3ccccc3)cc2)c1	17	18	14	-3	2	-2	-2	2.5
COc1ccc(C(=O)COC(=O)C(C)N2C(=O)C3C4CCC(C4)C3C2=O)cc1 (centres undefined)	-1	6	27	-4	1	1	0	-3.3
Cc1ccc(C(=O)Nc2ccnc(-c3cccnc3)n2)cc1	23	6	-4	-9	0	1	4	-2.1
O=C(N1CCOCC1)C12CC3CC(C1)CC(n1cnc(Cl)n1)(C3)C2	-9	13	-8	-1	4	-1	8	-1.2
O=P(O)(O)c1ccccc1OCCOCCOc1ccccc1P(=O)(O)O	6	-2	35	-1	2	9	2	-0.6
CCCCN(C(=O)CSc1nnnn1C)c1c(N)n(Cc2ccccc2)c(=O)[nH]c1=O	-2	10	6	-5	-1	1	-5	0.5
CCC(C)N(C(=O)CSc1nnc(COc2ccccc2F)n1N)C1CCS(=O)(=O)C1 (centres undefined)	3	-2	-3	-3	-3	0	0	-1.8
COC(=O)c1cc(NC(=O)c2cc3ccccc3o2)cc(C(=O)OC)c1	5	10	4	24	-6	-6	11	1.2
O=C(NN1C(=O)NC2(CCCCC2)C1=O)c1ccc(Cl)c(Cl)c1	-1	10	-13	-7	-3	0	7	0.0
Cc1cccc(NC(=O)CCOc2ccccc2)c1	6	0	-7	2	6	2	-1	-0.6
O=C(CSc1ncc(C(F)(F)F)cc1Cl)N1CCN(S(=O)(=O)c2ccc(Cl)cc2)CC1	19	19	42	-5	-2	3	8	3.1
O=C(c1ccc(Cl)cc1)N1CCC(C(=O)N2CCCc3ccccc32)CC1	40	10	5	2	5	0	9	-0.6
Cc1ccc(NC(=O)c2cc(-n3cnnc3)ccc2Cl)cc1	-2	5	1	-3	-3	1	-2	0.4
CC1CCN(c2c(NCc3ccc(C(=O)NCc4cccnc4)cc3)c(=O)c2=O)CC1	-7	7	4	-5	-1	1	-2	1.6
COc1cccc(C(c2nnnn2CC2CCCO2)N2CCN(C(=O)c3ccco3)CC2)c1OC (centres undefined)	-6	1	-5	0	1	0	6	-1.3
CSCC[C@@H](Nc1nc(-c2ccccc2)nc2c1oc1ccccc12)C(=O)O	-7	3	32	-7	-6	-6	7	-2.1
O=C(NCC(c1cccs1)N1CCOCC1)c1cn(-c2ccccc2)nc1-c1ccccc1 (centres undefined)	16	1	11	7	0	-1	5	0.0
CC(=O)Nc1ccc(/C=N\NC(=O)CNS(=O)(=O)c2ccc([N+](=O)[O-])cc2)cc1	1	5	0	-3	-1	1	-15	0.5
O=C(COc1ccc(S(=O)(=O)NCc2ccccc2)cc1)NCC1CCCO1 (centres undefined)	-4	-17	-2	0	-1	3	-9	-2.0
Cc1ccc(S(=O)(=O)CCC(=O)NCc2ccco2)cc1	-8	-5	-2	1	0	2	3	2.8
O=C(c1cc(-c2ccccc2Cl)nc2ccc(Br)cc12)N1CCN(c2ccccn2)CC1	-42	-12	14	-3	-3	-2	-13	-0.4
CN(C)S(=O)(=O)c1ccc(Cl)c(NC(=O)CSc2nc3ccccc3c(=O)n2CCCN2CCOCC2)c1	-1	15	-4	-2	-1	-6	4	-0.1
Cc1cc(C)cc(NC(=O)CCCSc2nc3ccccc3[nH]2)c1	10	0	7	-9	-1	-4	3	7.0

Screens deposited in PubChem by Sanford-Burnham Center for Chemical Genomics.
